CatG inh – human cathepsin G inhibitors, primary screen, biochemical, pooled compound mixtures, AMC fluorescence; inhibition, % at 5 µM (by protocol); 62,000 compounds, 0.2% hits; purified enzyme, AMC-tetrapeptide fluorescence; P08311; AID 581, 2007;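 active = inhibition above 20% in each of the two mixture wells holding the compound; inactive = inhibition of 20% or less in either well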;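 note: 0% = enzyme control without mixture and 100% = blank lacking enzyme; strong numbers were not always called active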
Target sequence (P08311 21-244 limits assumed): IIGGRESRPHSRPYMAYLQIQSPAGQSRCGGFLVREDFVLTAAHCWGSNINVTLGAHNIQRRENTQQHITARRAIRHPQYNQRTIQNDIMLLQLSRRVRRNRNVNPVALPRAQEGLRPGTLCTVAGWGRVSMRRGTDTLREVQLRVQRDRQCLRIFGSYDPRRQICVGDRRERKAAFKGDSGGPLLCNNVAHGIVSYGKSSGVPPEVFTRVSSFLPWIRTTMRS
JNK3 blocker – JNK3 kinase activity inhibitors, primary screen, biochemical, human, purified enzyme; Mitogen-activated protein kinase 10 (Homo sapiens), P53779; HTS; inhibition, % at 8 µM; 60,000 compounds, 0.61% hits; in the data active = inhibition above about 17%;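 note: 0% = DMSO and 100% = reference inhibitor; many of its hits are not listed in these tables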
C1s block – complement C1s protease inhibitors, primary screen, biochemical, 10-compound mixtures; mean inhibition % of two 10-compound mixtures (hits give high values), % at 5 µM (by protocol); AID 538, 2006; purified C1s, fluorogenic AMC substrate, pooled mixtures; 62,000 compounds, 0.16% hits;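 active = inhibition above 20% in each of the two 10-compound mixture wells holding the compound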;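 note: 0% = enzyme wells lacking compound mixture and 100% = no-enzyme blank wells; some compounds called inactive have numbers as strong as hits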
PKA inh – inhibitors of human PKA kinase activity, primary screen, biochemical, ATP-depletion luminescence, Kemptide substrate | AID 524, 2006 | inhibition, % at 6 µM | 65,000 compounds, 0.1% hits | cAMP-dependent protein kinase catalytic subunit alpha (Homo sapiens), P17612 | PKA Kemptide phosphorylation, Kinase-Glo ATP luminescence;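 active = inhibition above the screen-wide mean inhibition plus 3 SD, cut at about 21% in these data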; note: many of its hits are not listed in these tables
FXIIa mix inh – human factor XIIa inhibitors, primary screen, biochemical, pooled compound mixtures, fluorogenic substrate; purified FXIIa; inhibition, % at 5 µM; 62,000 compounds, 0.2% hits;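 note: 0% = enzyme without compound and 100% = no enzyme blank; some results filed as inactive read as strong as hits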
Target sequence (P00748 20-372 limits assumed): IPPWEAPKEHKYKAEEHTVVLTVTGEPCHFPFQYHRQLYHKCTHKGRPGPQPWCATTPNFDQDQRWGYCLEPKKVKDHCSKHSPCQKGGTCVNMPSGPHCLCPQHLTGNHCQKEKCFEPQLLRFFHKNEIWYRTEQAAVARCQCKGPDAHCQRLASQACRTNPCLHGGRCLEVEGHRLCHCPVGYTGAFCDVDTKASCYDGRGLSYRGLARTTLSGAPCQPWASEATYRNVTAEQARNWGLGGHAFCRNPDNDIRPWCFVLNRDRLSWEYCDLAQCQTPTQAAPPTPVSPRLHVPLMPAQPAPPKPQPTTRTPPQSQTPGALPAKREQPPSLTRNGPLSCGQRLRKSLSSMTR
Target sequence (P00748 373-615 limits assumed): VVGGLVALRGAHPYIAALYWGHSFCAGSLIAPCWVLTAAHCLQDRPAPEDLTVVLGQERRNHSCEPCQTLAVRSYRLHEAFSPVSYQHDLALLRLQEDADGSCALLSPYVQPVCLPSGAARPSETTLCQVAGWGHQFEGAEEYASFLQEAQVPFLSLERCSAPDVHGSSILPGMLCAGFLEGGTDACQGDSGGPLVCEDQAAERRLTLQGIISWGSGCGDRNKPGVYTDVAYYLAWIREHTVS
ROCK2 inh – inhibitors of human ROCK2 kinase, primary screen, biochemical, high-throughput, luminescence; purified ROCK2, Kinase-Glo ATP depletion luminescence; inhibition, % at 6 µM; 60,000 compounds, 0.35% hits; AID 604, 2007;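 active = inhibition above the screen-wide mean inhibition plus 3 SD, cut at about 18% in these data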;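 note: plate controls were DMSO wells for no effect and Y-27632 control wells after no-enzyme background subtraction for full effect; many of its hits are not listed in these tables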
CatS inh – inhibitors of human cathepsin S, biochemical, compound mixtures; AID 501, 2006; inhibition, %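 (tested at 5 µM per compound within 10-compound mixtures)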; recombinant cathepsin S, AMC dipeptide fluorescence, pooled mixtures; 62,000 compounds, 0.06% hits; P25774; in the data active = inhibition above about 32%, passing the limit was not always enough;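 note: 0% = enzyme without compound and 100% = blank without enzyme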
CatL block – inhibitors of human cathepsin L, biochemical. Procathepsin L (Homo sapiens), P07711. purified cathepsin L, fluorogenic substrate, fluorescence. inhibition, %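 (tested at 10 µM)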. 58,000 compounds, 0.17% hits. AID 460, 2006; in the data active = inhibition above about 45%;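 note: 0% = enzyme with no compound and 100% = no enzyme blank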
Target sequence (P07711 114-288 limits assumed): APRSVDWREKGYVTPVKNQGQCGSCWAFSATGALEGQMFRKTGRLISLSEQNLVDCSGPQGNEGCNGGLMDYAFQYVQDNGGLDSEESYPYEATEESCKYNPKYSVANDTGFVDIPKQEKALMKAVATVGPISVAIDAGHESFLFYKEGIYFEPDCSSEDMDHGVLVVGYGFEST
Target sequence (P07711 292-333 limits assumed): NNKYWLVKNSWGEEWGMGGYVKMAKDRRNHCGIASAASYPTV
FXIa inh mix – FXIa protease inhibitors in compound pools, primary screen, biochemical, 10-compound mixtures; 62,000 compounds, 0.19% hits; AID 680, 2007; inhibition, % at 5 µM; purified FXIa, fluorogenic substrate, pooled mixtures;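 note: each value is inhibition by a whole ten-compound pool holding the compound; 0% = enzyme with no mixture and 100% = wells lacking enzyme; strong numbers were not always called active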
* hit, by the source's call; . = not tested or not shown. Cut-off read from the data, not from the text of the source, unless noted: active = inhibition above about 20% (passing the limit was not always enough); inactive = the rest.

1	Cc1cccc2sc(NC(=O)C3CCCN(S(=O)(=O)c4cccc5nonc45)C3)nc12 (centres undefined)
2	CCOC(=O)CC(=O)CSc1nc(-c2cccnc2)ccc1C#N
3	O=C(c1cc2ccccc2oc1=O)N1CCSC1c1ccco1 (centres undefined)
4	N#CCSc1nc2c(c(C3CC=CCC3)c1C#N)CCC2 (centres undefined)
5	COc1ccc(C(=O)NCC(c2cccnc2)N2CCN(c3ccc(F)cc3)CC2)cc1OC (centres undefined)

assay / entry	1	2	3	4	5
CatG inh	3	-5	10	-11	-13
JNK3 blocker	.	-1	-3	-3	-3
C1s block	6	-17	5	-172	-61
PKA inh	1	8	10	7	4
FXIIa mix inh	5	2	-18	-1	-8
ROCK2 inh	.	5	4	0	-6
CatS inh	6	1	18	-11	7
CatL block	12	-7	7	-2	.
FXIa inh mix	-2	0	5	-30	-6

6	COc1ccc(-n2nnnc2SCC(=O)c2ccc(O)c(O)c2)cc1
7	O=C(c1ccco1)N(Cc1cc2ccccc2[nH]c1=O)C1CCCCC1
8	COCCN(CCOC)C(=O)CCn1c(=O)oc2ccccc21
9	COc1ccc(N2CCN(C(=O)CCN3C(=O)c4ccccc4S3(=O)=O)CC2)cc1
10	CC(C)(C)SCCNC(=O)CN(c1ccc(F)cc1)S(C)(=O)=O

assay / entry	6	7	8	9	10
CatG inh	12	-2	6	-1	-3
JNK3 blocker	-4	-19	7	-5	2
C1s block	12	-2	12	-1	-16
PKA inh	-3	-3	-3	1	-5
FXIIa mix inh	6	1	5	7	8
ROCK2 inh	-2	-4	1	1	-4
CatS inh	3	7	-6	-3	15
CatL block	7	-2	-4	-3	.
FXIa inh mix	2	4	4	-1	16

11	Cc1c(Cl)cccc1NC(=O)Cn1cccc1
12	c1csc(CNc2ncnc3nc[nH]c23)c1
13	COC(=O)c1ccc(Cn2c(O)c(N=O)c3ccccc32)o1
14	CCCn1c(SCC(=O)Nc2ccccc2C(=O)OC)nc2c1c(=O)n(C)c(=O)n2C
15	c1ccc(Cn2nnc3c(NCc4ccc5c(c4)OCO5)nc(C4CC4)nc32)cc1

assay / entry	11	12	13	14	15
CatG inh	9	-1	.	5	6
JNK3 blocker	-3	4	20*	-5	-1
C1s block	2	-1	.	-4	3
PKA inh	8	15	7	13	6
FXIIa mix inh	11	11	.	2	1
ROCK2 inh	5	14	-3	10	6
CatS inh	-15	-2	.	2	0
CatL block	-6	9	-1	-3	1
FXIa inh mix	5	5	.	5	1

16	Cc1nnc(NC(=O)CCC(=O)NCc2ccco2)s1
17	CC(=O)Nc1c(C(=O)C2CC2)oc2ccccc12
18	O=C(Cn1c(=O)sc2ccccc21)NCc1ccco1
19	C=CCn1c(SCC(=O)Nc2ccc3c(c2)OCCO3)nnc1-c1ccco1
20	COc1cc(-c2nnc(-c3cccs3)o2)cc(OC)c1OC

assay / entry	16	17	18	19	20
CatG inh	6	9	0	3	13
JNK3 blocker	7	8	.	1	2
C1s block	-2	-15	3	6	13
PKA inh	5	2	9	2	8
FXIIa mix inh	1	3	6	3	-3
ROCK2 inh	5	2	.	2	3
CatS inh	-9	16	11	-3	10
CatL block	6	5	.	2	-3
FXIa inh mix	4	25	3	5	4

3 of the entries above in order of the ROCK2 inh value, smallest number first.
No.	compound	CatG inh	JNK3 blocker	C1s block	PKA inh	FXIIa mix inh	ROCK2 inh	CatS inh	CatL block	FXIa inh mix
17	CC(=O)Nc1c(C(=O)C2CC2)oc2ccccc12	9	8	-15	2	3	2	16	5	25
20	COc1cc(-c2nnc(-c3cccs3)o2)cc(OC)c1OC	13	2	13	8	-3	3	10	-3	4
16	Cc1nnc(NC(=O)CCC(=O)NCc2ccco2)s1	6	7	-2	5	1	5	-9	6	4

Next part
21	CCOC(=O)c1nnn(-c2nc(N3CCCC3)nc(N3CCCC3)n2)c1-c1ccccc1
22	CCOCC(=O)Nc1nc2ccc(C)cc2s1
23	CCOc1cc(S(=O)(=O)NCc2ccccc2)ccc1F
24	CCCc1nc2n[nH]c(N)c2c2c1CCC2
25	Cc1cc(C)c2[nH]c(=O)c(C(c3nnnn3C(C)(C)C)N3CCN(C(=O)c4ccco4)CC3)cc2c1 (centres undefined)

assay / entry	21	22	23	24	25
CatG inh	7	4	7	0	10
JNK3 blocker	-1	.	-2	.	0
C1s block	4	-7	7	-12	-18
PKA inh	-5	4	-1	7	5
FXIIa mix inh	25	12	-1	10	-16
ROCK2 inh	-3	.	0	.	9
CatS inh	-3	-1	1	25	2
CatL block	.	-3	-7	-6	0
FXIa inh mix	-5	0	3	4	-4

26	COc1cc2c(cc1OC)CN(C(=O)c1cc(S(=O)(=O)N3CCOCC3)ccc1Cl)CC2
27	CCCOc1cc(C)c(S(=O)(=O)N2CCN(C)CC2)cc1C
28	Cc1c(C(=O)N2CCOCC2)[nH]c2c1C(=O)CC(c1ccc(Cl)cc1)C2 (centres undefined)
29	NCCCCCc1nnc(SCC(=O)Nc2cccc(Cl)c2)o1
30	Cc1ccc(SC/C(O)=C(\C#N)c2nc3ccccc3s2)cc1

assay / entry	26	27	28	29	30
CatG inh	12	11	5	8	6
JNK3 blocker	3	-11	2	0	6
C1s block	3	-14	1	-3	-49
PKA inh	-8	9	-1	-8	-7
FXIIa mix inh	3	-18	5	5	5
ROCK2 inh	-5	5	1	-2	-3
CatS inh	-3	9	4	1	13
CatL block	-4	6	-1	17	-7
FXIa inh mix	6	2	10	-2	0

Another view of part of the listing above.
Below each compound: CatG inh, JNK3 blocker, C1s block, PKA inh, FXIIa mix inh, ROCK2 inh, CatS inh, CatL block, FXIa inh mix
28: Cc1c(C(=O)N2CCOCC2)[nH]c2c1C(=O)CC(c1ccc(Cl)cc1)C2 (centres undefined)
    5, 2, 1, -1, 5, 1, 4, -1, 10
30: Cc1ccc(SC/C(O)=C(\C#N)c2nc3ccccc3s2)cc1
    6, 6, -49, -7, 5, -3, 13, -7, 0

Carrying on:
31	CCN(CC)C(=O)CSc1nnc(-c2cccs2)n1Cc1ccco1
32	O=C(CCn1nc(-c2ccccc2)ccc1=O)N1CCCC1
33	Cc1cc(N2CCOCC2)nc2cc(O)ccc12
34	O=c1oc2cc(O)ccc2c2c1CCCC2
35	CCC(C)(C)n1nnnc1CN(Cc1cccs1)Cc1cc2cc(OC)ccc2[nH]c1=O

assay / entry	31	32	33	34	35
CatG inh	9	1	5	-8	12
JNK3 blocker	3	6	0	4	-4
C1s block	9	5	-14	-95	12
PKA inh	-1	10	3	8	6
FXIIa mix inh	2	-15	8	9	-5
ROCK2 inh	3	6	2	3	6
CatS inh	1	-8	16	-16	12
CatL block	13	-3	-8	-62	-9
FXIa inh mix	1	7	-5	-11	2

36	CC(NC(=O)c1ccc(=O)oc1)c1ccccc1 (centres undefined)
37	COc1ccc(CCNC(=O)CCCCn2c(=O)[nH]c3ccccc3c2=O)cc1OC
38	COc1ccc(-c2noc(-c3ccccc3F)n2)cc1
39	CC(=O)Oc1ccc(N2C(=O)CC(N3CCOCC3)C2=O)cc1 (centres undefined)
40	COc1nc(N2CCCCCC2)nc(N2CCCCCC2)n1

assay / entry	36	37	38	39	40
CatG inh	.	7	-3	12	-9
JNK3 blocker	7	7	1	-1	-5
C1s block	.	-8	2	16	26
PKA inh	-2	8	7	2	6
FXIIa mix inh	.	2	-20	1	30
ROCK2 inh	4	5	3	1	1
CatS inh	.	5	0	3	-4
CatL block	24	31	.	-10	1
FXIa inh mix	.	-1	2	7	7

41	CCCc1nnc(NC(=O)CNc2ccc(F)cc2)s1
42	N#Cc1nc(-c2ccc(OCc3ccc(Cl)cc3)cc2)oc1N1CCC(C(N)=O)CC1
43	CC1(C)C(=O)OC(C(=O)c2ccccc2)C(C)(C)C1=O (centres undefined)
44	O=S(=O)(NCCc1csc(-c2cccnc2)n1)c1ccc2c(c1)OCCO2
45	Cc1ccc(N(CC(=O)NCc2ccc3c(c2)OCO3)S(=O)(=O)c2c(C)noc2C)cc1

assay / entry	41	42	43	44	45
CatG inh	-1	6	8	12	48
JNK3 blocker	5	-2	11	5	-2
C1s block	-5	4	4	8	5
PKA inh	13	10	3	6	1
FXIIa mix inh	13	5	-17	-16	-14
ROCK2 inh	6	12	4	-7	-2
CatS inh	8	1	-5	11	-1
CatL block	0	-2	4	13	.
FXIa inh mix	-7	7	4	-1	39

46	O=C(Nc1cccc(Cl)c1Cl)C1CCN(c2ncccn2)CC1
47	CC1(C)CC(=O)C2=C(C1)OC1=C(C(=O)CC(C)(C)C1)C2c1ccc(O)cc1O
48	N#Cc1ccccc1CSc1nc2ncc(Br)cc2[nH]1
49	CC(Sc1nnc(-c2ccc(Cl)cc2)n1C)C(N)=O (centres undefined)
50	CCOC(=O)c1c(NC(=O)CSc2n[nH]c(N)n2)sc(CC)c1C

assay / entry	46	47	48	49	50
CatG inh	0	-4	2	-1	9
JNK3 blocker	-1	0	5	-7	-2
C1s block	0	-8	6	1	3
PKA inh	11	-5	2	6	5
FXIIa mix inh	2	9	-19	2	10
ROCK2 inh	4	-4	5	6	4
CatS inh	2	-4	9	3	2
CatL block	2	.	24	11	4
FXIa inh mix	5	3	5	-3	2

51	c1ccc(-c2csc(-n3cnnn3)n2)cc1
52	CCSc1nnc(C)c2ccccc12
53	O=C(CC1NC(=O)NC1=O)NC1(C(=O)NC2CCCCC2)CCCCC1 (centres undefined)
54	COC(=O)NCCOC(=O)N(O)c1ccc(Br)cc1
55	Cc1cc(C)nc(SC2CCCCC2O)n1 (centres undefined)

assay / entry	51	52	53	54	55
CatG inh	3	3	-14	2	13
JNK3 blocker	-1	-5	.	-1	2
C1s block	6	-19	-159	-31	16
PKA inh	-4	10	0	2	-2
FXIIa mix inh	-15	9	1	1	14
ROCK2 inh	-2	4	.	-1	-4
CatS inh	6	-10	-14	17	13
CatL block	-2	.	-1	-11	10
FXIa inh mix	9	-2	-13	1	8

56	Nc1nc(N2CCN(C/C=C/c3ccccc3)CC2)nc2ccccc12
57	CCOC(=O)C1CCN(S(=O)(=O)c2ccc3[nH]c(=O)oc3c2)CC1
58	O=S(=O)(NCCSc1nc2ccccc2o1)c1ccccc1
59	CCNc1nc(NCC)nc(OCCNS(=O)(=O)c2cc(C)ccc2C)n1
60	Nn1cnnc1SCC(=O)Nc1ccc2c(c1)OCCO2

assay / entry	56	57	58	59	60
CatG inh	14	4	-3	-1	2
JNK3 blocker	0	3	4	.	-2
C1s block	14	-4	1	-11	-11
PKA inh	7	4	-4	-6	14
FXIIa mix inh	2	-16	-1	6	7
ROCK2 inh	5	4	2	.	5
CatS inh	5	-6	-3	-5	5
CatL block	7	1	.	.	7
FXIa inh mix	2	3	6	-2	0

61	O=C(NCCc1ccccc1)C1CCN(c2nc3ccccc3o2)CC1
62	Cc1occc1-c1nnc(SCC(=O)N2CC(=O)Nc3ccccc32)n1CC(C)C
63	COc1ccccc1C1CC(c2ccc(Cl)cc2)Nc2nc(N)nn21 (centres undefined)
64	O=C(Cc1ccccc1)N[C@H](c1ccccc1)P(=O)(O)CO
65	Cc1ccc(C)c2[nH]c(=O)c(CCNC(=O)c3ccc(S(=O)(=O)N(C)C)cc3)cc12

assay / entry	61	62	63	64	65
CatG inh	14	43	.	-8	4
JNK3 blocker	5	2	-1	3	-6
C1s block	13	-1	.	-27	3
PKA inh	3	12	8	6	1
FXIIa mix inh	-2	7	.	7	16
ROCK2 inh	0	5	8	4	2
CatS inh	-5	12	.	24	-3
CatL block	-6	2	0	6	-2
FXIa inh mix	8	24	.	-7	5

Compound activity (PubChem BioAssay)
